Cardio protect: protects H9c2 cardiomyocytes from peroxide injury | H2O2 injury protection, ATPLite, 2 h | protection from H2O2 cell death, % at 20 µM | actives 0.63% (n = 360,000);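 active means compounds giving at least 50% protection of heart cells from peroxide-induced death in the single-dose screen, raw or plate-pattern-corrected value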;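 further: 0% = DMSO wells with peroxide and 100% = DMSO wells without peroxide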
m5-HT2A agonist: agonists of mouse serotonin 5-HT2A receptor (HTR2A) | P35363 | activation, % at 7.6 µM | actives 0.66% (n = 360,000) | CHO-K1 mHTR2A beta-arrestin complementation, luminescence; percent of 30 µM serotonin response;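 active means activation above a run cutoff, the mean activation of all tested compounds plus 3 SD, cut at about 14% in these data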;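 further: 0% = plate median of compound wells and 100% = 30 µM serotonin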
MC4R ag barr: agonists of human melanocortin 4 receptor (MC4R) beta-arrestin | P32245 | U2OS MC4R beta-arrestin complementation, luminescence; percent of melanotan II response, DMSO zero | activation, % at 8.9 µM | actives 0.98% (n = 360,000) | AID 540308;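 active means activation above a per-plate cutoff, the mean activation of sample wells on that plate plus 3 SD, cut at about 8% in these data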
ABCB6 inh 2: inhibitors of human ABC transporter ABCB6; fluorescence ratio to DMSO, % at 10 µM; AID 602162; K562-ABCB6 porphyrin accumulation, flow cytometry, 1 h; active compounds read low; actives 0.19% (n = 360,000);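 active means fluorescence ratio to DMSO below 75%, the collection mean minus 3 SD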;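 further: signal is porphyrin accumulated inside mitochondria; 100% equals median channel fluorescence of DMSO control wells; lower ratio means ABCB6 inhibition with less porphyrin fluorescence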
Target sequence (Q9NP58 whole entry, looked up): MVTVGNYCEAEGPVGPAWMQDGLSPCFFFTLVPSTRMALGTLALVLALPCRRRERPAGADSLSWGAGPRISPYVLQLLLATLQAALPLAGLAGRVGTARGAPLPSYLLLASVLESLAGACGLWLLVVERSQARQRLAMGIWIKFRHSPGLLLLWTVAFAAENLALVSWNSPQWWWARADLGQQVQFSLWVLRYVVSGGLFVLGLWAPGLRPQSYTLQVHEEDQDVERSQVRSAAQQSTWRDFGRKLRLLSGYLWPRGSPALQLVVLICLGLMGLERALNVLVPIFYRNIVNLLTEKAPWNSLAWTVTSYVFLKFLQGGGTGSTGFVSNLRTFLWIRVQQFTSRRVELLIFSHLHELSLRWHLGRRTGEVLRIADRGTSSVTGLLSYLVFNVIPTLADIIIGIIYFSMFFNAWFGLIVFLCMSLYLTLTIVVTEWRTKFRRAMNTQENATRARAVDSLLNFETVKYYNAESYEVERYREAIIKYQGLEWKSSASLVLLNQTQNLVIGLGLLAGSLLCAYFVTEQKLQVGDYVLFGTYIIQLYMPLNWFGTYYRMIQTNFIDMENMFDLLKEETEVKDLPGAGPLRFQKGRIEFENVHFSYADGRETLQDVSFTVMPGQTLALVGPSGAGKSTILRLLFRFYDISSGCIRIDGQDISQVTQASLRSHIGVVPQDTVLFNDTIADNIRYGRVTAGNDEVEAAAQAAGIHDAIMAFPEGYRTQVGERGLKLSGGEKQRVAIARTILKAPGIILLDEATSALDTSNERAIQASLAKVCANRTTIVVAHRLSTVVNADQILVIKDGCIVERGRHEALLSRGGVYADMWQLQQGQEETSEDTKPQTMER
PDI turbidity: blocks human protein disulfide isomerase activity; P07237; inhibition, % at 10 µM; actives 0.052% (n = 350,000); PDI insulin aggregation turbidity, A650, 90 min;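 active means mean inhibition across replicates of 30% or more, whatever share of single replicates reach that level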;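 further: absorbance from insulin aggregation driven by PDI reduction with DTT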
Vif imaging: inhibitors of HIV Vif | inhibition, % at 7.49 µM | AID 602346 | HEK293T cells, Vif self-association by quenched fluorescence, imaging, 24 h | actives 0.35% (n = 340,000); in the data active means inhibition above about 50%, passing the limit was not always enough; further: some results filed as inactive read as strong as hits
aDG glyco act: alpha-DG glycosylation activation | Pro5-aDG cells, alpha-DG glycosylation AlphaScreen (IIH6); 0% Pro5, 100% B10-LARGE cell signal | actives 0.22% (n = 360,000) | activation, % at 10 µM | AID 624168;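 active means activation of at least 8% versus controls, or a plate z-score of at least 8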;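 further: Pro5 are CHO cells carrying HIG-tagged alpha-DG that lacks glycosylation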
CaV13 ICDI inh: Disruptors of the CACNA1D IQ motif to Ca2+-dependent inactivation inhibitor domain association, primary screening, Förster resonance energy transfer in intact living … | HEK cells, CFP/YFP FRET ICDI-IQ, plate reader, 10 min; percent FRET-ratio fall versus neutral wells | inhibition, % at 12.3 µM | actives 0.098% (n = 340,000) | AID 743397;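 active means mean replicate inhibition of at least 30% and at least 1% of replicates passing that level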;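 further: 0% = median of the neutral control wells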
MC4R antagonist: antagonists of human melanocortin 4 receptor (MC4R); MC4R-expressing cells, MTII-stimulated cAMP, LANCE TR-FRET; inhibition, % at 6.5 µM; actives 0.48% (n = 360,000);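 active means inhibition above its plate's cutoff, the mean of tested wells on that plate plus 3 SD, cut at about 29% in these data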;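 further: 0% = Melanotan II alone and 100% = Melanotan II plus saturating MCL0020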
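System: U2OS cells stably expressing human melanocortin 4 receptor (MC4R). Reagent: Melanotan II challenge after compound preincubation. Doses: 6.5 µM. Times: 30-min compound, 1-h challenge, 1-h detection, room temperature. Measured by: TR-FRET with Eu-cAMP and labeled anti-cAMP, 671 nm. Replicates: singlicate.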
Glyco luc inh: blocks N-linked glycosylation in D54 reporter cells; actives 0.23% (n = 360,000); AID 588692; D54 ERlucT glycosylation luciferase reporter, 24 h; percent of 100 nM tunicamycin response; reporter increase, % at 12.5 µM;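 active means mean luciferase reporter signal, scaled so untreated is 0 and the glycosylation-blocking control 100, at or above a set limit in every replicate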;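 further: luciferase carries N-glycosylation sites so blocking glycosylation raises the light; 0% = median of neutral control wells and 100% = median of 100 nM tunicamycin wells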
Starred values were filed as active, the others as inactive.

How did O=C(Nc1nnc(-c2ccc3c(c2)CCCC3)o1)c1ccc(Cl)cc1Cl do in these assays?
Cardio protect: 29; m5-HT2A agonist: 1; MC4R ag barr: -0.7; ABCB6 inh 2: 99; PDI turbidity: -10; Vif imaging: 1; aDG glyco act: -0.1; CaV13 ICDI inh: -5; MC4R antagonist: 16; Glyco luc inh: 1

How did O=C(Oc1cccc(C(=O)N2CCOCC2)c1)c1ccc(Br)cc1 do in these assays?
Cardio protect: -3; m5-HT2A agonist: -2; MC4R ag barr: -1.6; ABCB6 inh 2: 97; PDI turbidity: 7; Vif imaging: -18; aDG glyco act: -0.2; CaV13 ICDI inh: -5; MC4R antagonist: -1; Glyco luc inh: -1

What do the screens show for `C/C=C(/C)C(=O)O[C@@H]1c2cc3c(c(OC)c2-c2c(cc(OC)c(OC)c2OC)[C@@H](OC(C)=O)[C@@H](C)[C@H]1C)OCO3`?
Cardio protect: -21; m5-HT2A agonist: -2; MC4R ag barr: -1.2; ABCB6 inh 2: 92; PDI turbidity: -2; Vif imaging: -3; aDG glyco act: 0.4; MC4R antagonist: 7; Glyco luc inh: -4

What do the screens show for `CC(C)C(c1nnnn1Cc1ccc(F)cc1)N1CCN(Cc2ccc3c(c2)OCO3)CC1` (stereo unspecified)?
Cardio protect: -7; m5-HT2A agonist: -5; MC4R ag barr: -1.1; ABCB6 inh 2: 103; PDI turbidity: 0; Vif imaging: -12; aDG glyco act: 0.3; CaV13 ICDI inh: -5; MC4R antagonist: 8; Glyco luc inh: -3

How did O=C(OCC(=O)N1CCCCCC1)c1cccs1 do in these assays?
Cardio protect: 0; m5-HT2A agonist: -3; MC4R ag barr: -1.2; ABCB6 inh 2: 92; PDI turbidity: -7; Vif imaging: 16; aDG glyco act: -0.2; MC4R antagonist: 4; Glyco luc inh: -4

Results for S=C(NC1CCCC1)N1CCN(C/C=C/c2ccccc2)CC1 ?
Cardio protect: -25; m5-HT2A agonist: -6; MC4R ag barr: 1.4; ABCB6 inh 2: 101; PDI turbidity: -9; Vif imaging: 4; aDG glyco act: 1.2; CaV13 ICDI inh: -6; MC4R antagonist: 3; Glyco luc inh: -2

What do the screens show for `CC(=O)C[C@H](O)CC(=O)[C@H]1OC(=O)CCCCCCCCc2ccccc21`?
Cardio protect: -4; m5-HT2A agonist: 5; MC4R ag barr: -1.4; ABCB6 inh 2: 93; PDI turbidity: -2; Vif imaging: -2; aDG glyco act: -0.3; CaV13 ICDI inh: -4; MC4R antagonist: 0; Glyco luc inh: 4

What do the screens show for `O=C1CCC(=O)c2oc3ccccc3c2N1`?
Cardio protect: -1; m5-HT2A agonist: 1; MC4R ag barr: 2.4; ABCB6 inh 2: 99; PDI turbidity: -5; Vif imaging: -16; aDG glyco act: 0.2; CaV13 ICDI inh: -6; MC4R antagonist: 0; Glyco luc inh: 0

How did CCOC(=O)Cc1cc(=O)[nH]c(/N=C(\N)Nc2ccc(C)c(C)c2)n1 do in these assays?
Cardio protect: -13; m5-HT2A agonist: -9; MC4R ag barr: -1.0; ABCB6 inh 2: 99; PDI turbidity: -2; Vif imaging: -4; aDG glyco act: 0.3; CaV13 ICDI inh: -8; MC4R antagonist: 2; Glyco luc inh: -1

What do the screens show for `O=C1CC(N2CCN(c3ccc(O)cc3)CC2)C(=O)N1c1ccc2c(c1)OCO2` (stereo unspecified)?
Cardio protect: 6; m5-HT2A agonist: 1; MC4R ag barr: -2.1; ABCB6 inh 2: 103; PDI turbidity: 8; Vif imaging: 2; aDG glyco act: -0.2; CaV13 ICDI inh: -5; MC4R antagonist: 7; Glyco luc inh: 0

3 neighbouring entries out of the list so far:
Results for S=C(NC1CCCC1)N1CCN(C/C=C/c2ccccc2)CC1 ?
Cardio protect: -25; m5-HT2A agonist: -6; MC4R ag barr: 1.4; ABCB6 inh 2: 101; PDI turbidity: -9; Vif imaging: 4; aDG glyco act: 1.2; CaV13 ICDI inh: -6; MC4R antagonist: 3; Glyco luc inh: -2

What do the screens show for `CC(=O)C[C@H](O)CC(=O)[C@H]1OC(=O)CCCCCCCCc2ccccc21`?
Cardio protect: -4; m5-HT2A agonist: 5; MC4R ag barr: -1.4; ABCB6 inh 2: 93; PDI turbidity: -2; Vif imaging: -2; aDG glyco act: -0.3; CaV13 ICDI inh: -4; MC4R antagonist: 0; Glyco luc inh: 4

What do the screens show for `O=C1CCC(=O)c2oc3ccccc3c2N1`?
Cardio protect: -1; m5-HT2A agonist: 1; MC4R ag barr: 2.4; ABCB6 inh 2: 99; PDI turbidity: -5; Vif imaging: -16; aDG glyco act: 0.2; CaV13 ICDI inh: -6; MC4R antagonist: 0; Glyco luc inh: 0

The results go on.
How did COc1ccc2nc(C)cc(SCC(=O)NNC(=O)COc3ccc(C)cc3)c2c1 do in these assays?
Cardio protect: -13; m5-HT2A agonist: -2; MC4R ag barr: 10*; ABCB6 inh 2: 91; PDI turbidity: -3; Vif imaging: 12; aDG glyco act: -0.3; CaV13 ICDI inh: -4; MC4R antagonist: 7; Glyco luc inh: -2

How did COc1ccc(OC)c(/C=N/NC(=O)CCN2CCN(C(c3ccccc3)c3ccccc3)CC2)c1 do in these assays?
Cardio protect: -6; m5-HT2A agonist: -5; MC4R ag barr: 6.2; ABCB6 inh 2: 100; PDI turbidity: -3; Vif imaging: -5; aDG glyco act: 0.0; CaV13 ICDI inh: -6; MC4R antagonist: 6; Glyco luc inh: 0

How did O=c1[nH]ncc(N2CCN(Cc3ccccc3)CC2)c1Cl do in these assays?
Cardio protect: 10; m5-HT2A agonist: 1; MC4R ag barr: -1.2; ABCB6 inh 2: 101; PDI turbidity: 12; Vif imaging: -3; aDG glyco act: 0.2; CaV13 ICDI inh: -4; MC4R antagonist: -2; Glyco luc inh: 2

What do the screens show for `Cc1cccc(CSC2=NCCN2C(=O)c2ccc(S(=O)(=O)N(C)C)cc2)c1`?
Cardio protect: -1; m5-HT2A agonist: -3; MC4R ag barr: -1.7; ABCB6 inh 2: 100; PDI turbidity: -3; Vif imaging: -6; aDG glyco act: -0.3; CaV13 ICDI inh: -4; MC4R antagonist: 8; Glyco luc inh: 1

Results for Cc1ccc(SC[C@H](c2ccccc2)N2CCN(C)CCC2=O)cc1 ?
Cardio protect: 1; m5-HT2A agonist: -4; MC4R ag barr: -0.5; ABCB6 inh 2: 91; PDI turbidity: -3; Vif imaging: -2; aDG glyco act: -0.1; CaV13 ICDI inh: -4; MC4R antagonist: 0; Glyco luc inh: 1

Results for Cc1nc(CN2CCN(C(=O)CCc3nnc(Cc4c[nH]c5ccccc45)o3)CC2)cs1 ?
Cardio protect: -2; m5-HT2A agonist: 5; MC4R ag barr: -2.4; ABCB6 inh 2: 100; PDI turbidity: 2; Vif imaging: 11; aDG glyco act: 0.0; CaV13 ICDI inh: -5; MC4R antagonist: 6; Glyco luc inh: 3

How did COc1ccc(C(C(=O)NCC2CCCO2)N(C(=O)Cn2nnc3ccccc32)c2ccc(NC(C)=O)cc2)c(OC)c1 (stereo unspecified) do in these assays?
Cardio protect: 0; m5-HT2A agonist: 2; MC4R ag barr: -2.9; ABCB6 inh 2: 96; PDI turbidity: 3; Vif imaging: 2; aDG glyco act: 0.0; CaV13 ICDI inh: -5; MC4R antagonist: 6; Glyco luc inh: 2

Results for CN(C(=O)c1cc(COc2c(F)cccc2F)on1)C1CCOC1 (stereo unspecified) ?
Cardio protect: 1; m5-HT2A agonist: -1; MC4R ag barr: -2.6; ABCB6 inh 2: 91; PDI turbidity: 9; Vif imaging: -3; aDG glyco act: 0.0; CaV13 ICDI inh: -6; MC4R antagonist: 12; Glyco luc inh: 0

Results for Cc1ccc(CN2CCN(Cc3ccco3)CC2)cc1 ?
Cardio protect: -1; m5-HT2A agonist: -5; MC4R ag barr: -1.4; ABCB6 inh 2: 93; PDI turbidity: 3; Vif imaging: -1; aDG glyco act: 0.1; CaV13 ICDI inh: -2; MC4R antagonist: 4; Glyco luc inh: 0

How did O=Cc1cn(CC(=O)N2CCCCCC2)c2ccccc12 do in these assays?
Cardio protect: -2; m5-HT2A agonist: 6; MC4R ag barr: 1.9; ABCB6 inh 2: 85; PDI turbidity: 2; Vif imaging: 2; aDG glyco act: -0.2; CaV13 ICDI inh: -1; MC4R antagonist: 3; Glyco luc inh: 3

Results for Cc1noc(C)c1S(=O)(=O)N1CCC(C(=O)NCCN2CCC(C)CC2)CC1 ?
Cardio protect: 0; m5-HT2A agonist: 4; MC4R ag barr: -0.6; ABCB6 inh 2: 92; PDI turbidity: -3; Vif imaging: -7; aDG glyco act: 0.0; CaV13 ICDI inh: -4; MC4R antagonist: 0; Glyco luc inh: 0

What do the screens show for `COc1ccccc1-c1nnc(SCC(=O)Nc2cccnc2Cl)n1C`?
Cardio protect: 5; m5-HT2A agonist: -3; MC4R ag barr: -0.8; ABCB6 inh 2: 96; PDI turbidity: 4; Vif imaging: 1; aDG glyco act: 0.1; CaV13 ICDI inh: -5; MC4R antagonist: 0; Glyco luc inh: 1

What do the screens show for `CC(C)NC(=O)N(C)C[C@@H]1Oc2c(NS(=O)(=O)c3ccccc3)cccc2C(=O)N([C@@H](C)CO)C[C@@H]1C`?
Cardio protect: 3; m5-HT2A agonist: -5; MC4R ag barr: -0.9; ABCB6 inh 2: 95; PDI turbidity: 20; Vif imaging: 5; aDG glyco act: -0.3; CaV13 ICDI inh: -5; MC4R antagonist: 7; Glyco luc inh: 1

Results for CN(C)Cc1c(C(=O)N/N=C/c2ccccc2OCc2ccc(F)cc2)nnn1-c1nonc1N ?
Cardio protect: 6; m5-HT2A agonist: -4; MC4R ag barr: 0.4; ABCB6 inh 2: 113; PDI turbidity: 4; Vif imaging: 7; aDG glyco act: 0.2; CaV13 ICDI inh: -3; MC4R antagonist: -1; Glyco luc inh: 1

How did Cc1ccccc1C(=O)N1CCN=C1SCc1ccc([N+](=O)[O-])cc1 do in these assays?
Cardio protect: -8; m5-HT2A agonist: 1; MC4R ag barr: 0.6; ABCB6 inh 2: 97; PDI turbidity: -3; Vif imaging: -4; aDG glyco act: 0.0; CaV13 ICDI inh: 0; MC4R antagonist: 1; Glyco luc inh: -2

How did O=C1COc2ccc(C(=O)COC(=O)c3ccccc3F)cc2N1 do in these assays?
Cardio protect: 4; m5-HT2A agonist: 5; MC4R ag barr: -1.1; ABCB6 inh 2: 100; PDI turbidity: -16; Vif imaging: -7; aDG glyco act: -0.1; CaV13 ICDI inh: -3; MC4R antagonist: 4; Glyco luc inh: 3

How did Cc1ccc(N2C(=O)CC(Nc3cccc4ccccc34)C2=O)cc1 (stereo unspecified) do in these assays?
Cardio protect: -5; m5-HT2A agonist: -2; MC4R ag barr: 1.5; ABCB6 inh 2: 104; PDI turbidity: 0; Vif imaging: 3; aDG glyco act: -0.1; CaV13 ICDI inh: -5; MC4R antagonist: -1; Glyco luc inh: 0

Screens: PubChem BioAssay, several laboratories
